Screening data: PubChem BioAssay, several laboratories
Keap1-Nrf2 PPI – disrupts human Keap1 binding to Nrf2 peptide; Keap1 Kelch-Nrf2 peptide fluorescence polarization, 1536-well; Q14145; inhibition, % at 9.4 µM; hit rate 0.15% among 340,000; in the data active = inhibition above about 12%;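 also: human Keap1 Kelch domain with fluorescein labeled Nrf2 9mer peptide probe; 0% = neutral control wells and 100% = peptide positive control; higher means more block of Keap1 binding to Nrf2 peptide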
Target sequence (Q14145 whole entry, looked up, the tested form may be a part): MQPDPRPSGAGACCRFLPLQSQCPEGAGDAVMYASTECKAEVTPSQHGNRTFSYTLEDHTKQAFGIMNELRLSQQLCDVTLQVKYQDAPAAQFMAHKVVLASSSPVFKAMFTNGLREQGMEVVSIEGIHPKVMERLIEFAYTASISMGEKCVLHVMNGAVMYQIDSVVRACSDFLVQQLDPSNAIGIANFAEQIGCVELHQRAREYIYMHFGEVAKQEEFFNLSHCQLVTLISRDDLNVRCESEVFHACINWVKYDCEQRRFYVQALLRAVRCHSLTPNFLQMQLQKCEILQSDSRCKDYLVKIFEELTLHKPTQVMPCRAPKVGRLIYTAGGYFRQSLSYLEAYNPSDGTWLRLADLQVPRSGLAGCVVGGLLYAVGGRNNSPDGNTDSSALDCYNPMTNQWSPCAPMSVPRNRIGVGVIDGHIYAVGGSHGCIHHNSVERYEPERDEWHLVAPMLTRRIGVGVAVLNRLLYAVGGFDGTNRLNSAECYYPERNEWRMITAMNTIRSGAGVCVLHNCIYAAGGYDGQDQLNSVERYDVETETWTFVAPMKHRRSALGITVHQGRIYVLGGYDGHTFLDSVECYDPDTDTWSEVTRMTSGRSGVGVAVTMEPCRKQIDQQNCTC
Cardiac RTF inh – cardiac RTF calcium desensitization; IANBD-labeled cardiac RTF, Ca2+ fluorescence; hit rate 0.12% among 340,000; P19429+P45379; inhibition, % at 7.15 µM;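 active = inhibition above the mean inhibition of all tested compounds plus 3 SD, cut at about 17% in these data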;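 also: assay run at fixed EC70 calcium of 1.6 mM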
Arrestin-AP2 inh – inhibitors of human beta-arrestin and AP2 interaction; FITC-arrestin peptide / GST-AP2 beads, flow cytometry; AP2 beta2 appendage carries R879A mutation; inhibition, % at 10 µM; hit rate 0.31% among 340,000; AID 504490;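 active = inhibition above a set limit, near 3 SD of compounds lacking own fluorescence, cut at about 54% in these data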;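 also: plate controls were DMSO wells for no effect and 5 µM unlabelled arrestin peptide for full effect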
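Assay system: GST-AP2 R879A bound to glutathione beads, E. coli-expressed; Medium: PBS with 0.05% Tween 20 and 0.1% BSA; Also added: fluorescein-tagged arrestin peptide at 50 nM final; Timing: 12 min plus 1 h, RT; Measured by: flow cytometry, FL1 (488/535 nm); Evaluation: percent drop in bead-associated FITC signal.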
C-LANA FP – inhibitors of KSHV LANA C-terminal domain DNA binding | MBP-C-LANA/FAM-LBS DNA binding, fluorescence polarization | inhibition, % at 9 µM | hit rate 0.078% among 340,000;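 active = highest replicate inhibition at or above 60% at 9 µM, even if other replicates fall short; inactive = all replicates below 60% inhibition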;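 also: 0% = neutral control wells and 100% = 4 µM acridine orange control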
Wnt bcat act – Wnt/beta-catenin pathway activation. activation, % at 9.35 µM. hit rate 1.2% among 300,000. Wnt/beta-catenin reporter cell assay, activator, plate reader; in the data active = activation above about 30%, passing the limit was not always enough;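 also: 0% = neutral control wells and 100% = positive control wells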
RTF Ca sens act – increases calcium sensitivity of human cardiac regulated thin filaments | P19429+P45379 | IANBD-labeled TnC RTF fluorescence at EC20 calcium; 0% EC20 calcium, 100% full calcium | activation, % at 7.2 µM | hit rate 0.24% among 340,000 | AID 493008;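 active = activation above the mean over all tested compounds plus 3 SD, cut at about 30% in these data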;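 also: rise in fluorescence read as greater calcium sensitivity of cardiac thin filaments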
V-ATPase pHluor – alters yeast V-ATPase proton transport; response, % at 10 µM; AID 504577; hit rate 0.37% among 350,000; S. cerevisiae, pHLuorin cytosolic pH fluorescence; in the data active = response mostly above about 7.3%, no sharp cut-off; inactive = mostly below about 5.4%; also: actives read high; inactives centre near 0; some compounds called inactive have numbers as strong as hits; reference of the scale not given here
MOR-DOR ag – OPRM1-OPRD1 heterodimerization agonism; AID 504326; activation, % at 9.3 µM; hit rate 0.3% among 340,000; P35372+P41143; cells, luminescence; in the data active = activation above about 18%;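 also: 0% = vehicle-treated cells and 100% = reference agonist; values of inactives mirror those of a sister screen read the other way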
Pemphigus Ab inh – inhibitors of pemphigus antibody binding to human desmoglein-3; hit rate 0.48% among 310,000; DSG3-coupled beads, scFv-anti-DSG3-GFP binding, flow cytometry; stronger effect = lower value; P32926; AID 588358; binding (percent of control), % at 10 µM;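 active = binding more than 3 SD below its plate's average and above zero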; also: some compounds called inactive have numbers as strong as hits
MOR-DOR inv ag – mu-delta opioid heterodimer inverse agonism. cell-based MOR-DOR heterodimer luminescence. inhibition, % at 9.3 µM. hit rate 0.21% among 340,000. AID 504357; in the data active = inhibition above about 22%, passing the limit was not always enough;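 also: 0% = cells with DMSO and 100% = wells without cells with DMSO; values of inactives mirror those of a sister screen read the other way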
Active calls of the source: *.

Screening CC(OC(=O)c1ccc2ncsc2c1)C(=O)N(C)C1CCCCC1 (centres undefined) returned Keap1-Nrf2 PPI 1, Cardiac RTF inh -2, Arrestin-AP2 inh 60*, C-LANA FP 1.3, Wnt bcat act 0, RTF Ca sens act -3, V-ATPase pHluor -3, MOR-DOR ag -0.8, Pemphigus Ab inh 105 and MOR-DOR inv ag 3.
For CCOc1cc(C(=O)CCC(=O)OCC(=O)NC(=O)NCC(C)C)ccc1O the results were Keap1-Nrf2 PPI -1, Cardiac RTF inh -15, Arrestin-AP2 inh 4, C-LANA FP 0.7, Wnt bcat act 20, RTF Ca sens act 7, V-ATPase pHluor -4, MOR-DOR ag -1.6, Pemphigus Ab inh 88 and MOR-DOR inv ag 8.
For COc1ccc(Cl)cc1NC(=S)N1CCN(C(=O)c2ccco2)CC1 the results were Keap1-Nrf2 PPI -2, Cardiac RTF inh 5, Arrestin-AP2 inh -4, C-LANA FP 0.3, Wnt bcat act -1, RTF Ca sens act 2, V-ATPase pHluor -5, MOR-DOR ag -0.9, Pemphigus Ab inh 98 and MOR-DOR inv ag 5.
Screening O=C(c1ccc2c(c1)OCO2)N1CCN=C1SCc1cccnc1 returned Keap1-Nrf2 PPI -7, Cardiac RTF inh -6, Arrestin-AP2 inh 4, C-LANA FP 0.9, Wnt bcat act -3, RTF Ca sens act -4, V-ATPase pHluor 4, MOR-DOR ag -1.9, Pemphigus Ab inh 109 and MOR-DOR inv ag 10.
For Cc1nc([N+](=O)[O-])c(C(=O)OCc2ccccc2C#N)n1C the results were Keap1-Nrf2 PPI 1, Cardiac RTF inh 5, Arrestin-AP2 inh 0, C-LANA FP 2.3, Wnt bcat act -1, RTF Ca sens act 0, V-ATPase pHluor -4, MOR-DOR ag -1.7, Pemphigus Ab inh 118 and MOR-DOR inv ag 8.
For CCCCn1c(N)c(N(CCC(C)C)C(=O)CSc2nnc3ccccn23)c(=O)[nH]c1=O the results were Keap1-Nrf2 PPI 2, Cardiac RTF inh -7, Arrestin-AP2 inh -63, C-LANA FP 0.4, RTF Ca sens act 1, V-ATPase pHluor -2, MOR-DOR ag -2.8, Pemphigus Ab inh 106 and MOR-DOR inv ag 14.
For COc1cc(/C(C)=N/NC(=O)c2cccc(S(=O)(=O)N3CCCC3)c2)cc(OC)c1OC the results were Keap1-Nrf2 PPI -5, Cardiac RTF inh -6, Arrestin-AP2 inh -9, C-LANA FP 0.9, Wnt bcat act -1, RTF Ca sens act 3, V-ATPase pHluor -2, MOR-DOR ag -0.2, Pemphigus Ab inh 109 and MOR-DOR inv ag 1.
`COc1ccc(CN(CCC(C)C)S(=O)(=O)c2ccccc2Br)cc1` gave Keap1-Nrf2 PPI -1, Cardiac RTF inh 2, Arrestin-AP2 inh 1, C-LANA FP -1.4, Wnt bcat act 0, RTF Ca sens act -8, V-ATPase pHluor 2, MOR-DOR ag -0.1, Pemphigus Ab inh 103 and MOR-DOR inv ag 1.
`O=C(Nc1ccc2c(c1)N(S(=O)(=O)c1cccs1)CCC2)c1c(F)cccc1Cl` gave Keap1-Nrf2 PPI -1, Cardiac RTF inh -16, Arrestin-AP2 inh -4, C-LANA FP -0.1, Wnt bcat act -3, RTF Ca sens act -9, V-ATPase pHluor -2, MOR-DOR ag -0.2, Pemphigus Ab inh -14 and MOR-DOR inv ag 2.
COc1cc(OC)c2c(-c3cccc(-c4sccc4C(C)=O)c3)cc(=O)oc2c1 was read as Keap1-Nrf2 PPI -1, Cardiac RTF inh -9, Arrestin-AP2 inh -21, C-LANA FP -2.1, Wnt bcat act -3, RTF Ca sens act -2, V-ATPase pHluor -3, MOR-DOR ag -1.4, Pemphigus Ab inh 97 and MOR-DOR inv ag 7.
`O=C(COC(=O)C12CC3CC(CC(C3)C1)C2)Nc1ccc2[nH]c(=O)[nH]c2c1` gave Keap1-Nrf2 PPI 1, Cardiac RTF inh -4, Arrestin-AP2 inh -7, C-LANA FP -0.1, RTF Ca sens act -1, V-ATPase pHluor 1, MOR-DOR ag 1.6, Pemphigus Ab inh 110 and MOR-DOR inv ag -7.
CCCOc1ccc(NC(=O)CC2C(=O)Nc3ccccc3N2CC(=O)N2CCCC2)cc1 (centres undefined) was read as Keap1-Nrf2 PPI -9, Cardiac RTF inh -1, Arrestin-AP2 inh -5, C-LANA FP 0.3, Wnt bcat act 1, RTF Ca sens act -1, V-ATPase pHluor 0, MOR-DOR ag 0.8, Pemphigus Ab inh 102 and MOR-DOR inv ag -4.
For O=C(NC1CCCC1)C(c1cccnc1)N(CCc1ccccc1)C(=O)c1ccco1 (centres undefined) the results were Keap1-Nrf2 PPI 0, Arrestin-AP2 inh 32, C-LANA FP -1.3, Wnt bcat act -1 and V-ATPase pHluor 0.
Screening CCCCCN=C(N)N/N=C/c1c[nH]c2ccc(OC)cc12 returned Keap1-Nrf2 PPI -4, Cardiac RTF inh 8, Arrestin-AP2 inh -2, C-LANA FP -1.7, Wnt bcat act 5, RTF Ca sens act 0, V-ATPase pHluor -1, MOR-DOR ag 8.2, Pemphigus Ab inh 110 and MOR-DOR inv ag -44.
For CCCCNC(=S)Nc1ccc2nc3n(c(=O)c2c1)CCCCC3 the results were Keap1-Nrf2 PPI 1, Cardiac RTF inh 0, Arrestin-AP2 inh 0, C-LANA FP 0.7, Wnt bcat act 0, RTF Ca sens act 3, V-ATPase pHluor 1, MOR-DOR ag -1.6, Pemphigus Ab inh 129 and MOR-DOR inv ag 9.
`CC(=O)Nc1ccc(NC(=O)CSc2nc3c(=O)n(C)c(=O)n(C)c3n2C)cc1` gave Keap1-Nrf2 PPI -3, Cardiac RTF inh 4, Arrestin-AP2 inh 16, C-LANA FP 0.1, Wnt bcat act 0, RTF Ca sens act -6, V-ATPase pHluor -5, MOR-DOR ag -0.1, Pemphigus Ab inh 104 and MOR-DOR inv ag 0.
`Cc1ccsc1/C=N/NC(=O)C(N)=O` gave Keap1-Nrf2 PPI -5, Cardiac RTF inh -1, Arrestin-AP2 inh -6, C-LANA FP 0.2, Wnt bcat act 2, RTF Ca sens act 1, V-ATPase pHluor 1, MOR-DOR ag -2.8, Pemphigus Ab inh 99 and MOR-DOR inv ag 14.
For O=S(=O)(c1ccccc1OC(F)(F)F)N1CCN(c2ccnc3cc(Cl)ccc23)CC1 the results were Keap1-Nrf2 PPI 0, Cardiac RTF inh -3, Arrestin-AP2 inh -9, C-LANA FP -1.8, Wnt bcat act -4, RTF Ca sens act 1, V-ATPase pHluor 4, MOR-DOR ag -2.1, Pemphigus Ab inh 116 and MOR-DOR inv ag 12.
CCN(C(=O)CN1CCN(c2ccc(O)cc2)CC1)c1c(N)n(Cc2ccccc2)c(=O)[nH]c1=O was read as Keap1-Nrf2 PPI 1, Cardiac RTF inh -11, Arrestin-AP2 inh 27, C-LANA FP 1.3, Wnt bcat act -2, RTF Ca sens act 0, V-ATPase pHluor 1, MOR-DOR ag 0.1 and MOR-DOR inv ag -1.
`O=C(NCCCN1CCOCC1)c1ccc2c(c1)N(Cc1ccc(F)cc1)CCS2` gave Keap1-Nrf2 PPI -2, Cardiac RTF inh -4, Arrestin-AP2 inh -10, C-LANA FP -0.7, Wnt bcat act -5, RTF Ca sens act 15, V-ATPase pHluor -1, MOR-DOR ag 0.7, Pemphigus Ab inh 97 and MOR-DOR inv ag -4.
Screening CCc1ccc(C(=O)c2oc3nc(C)cc(C)c3c2N)cc1 returned Keap1-Nrf2 PPI -3, Cardiac RTF inh -5, Arrestin-AP2 inh 0, C-LANA FP 0.3, RTF Ca sens act -3, V-ATPase pHluor -2, MOR-DOR ag 0.2, Pemphigus Ab inh 96 and MOR-DOR inv ag -1.
Cc1ccc(NC(=O)CSc2nc3ccccc3c(=O)n2CC2CCCO2)cc1 (centres undefined) was read as Keap1-Nrf2 PPI -2, Cardiac RTF inh -5, Arrestin-AP2 inh 22, C-LANA FP -0.8, Wnt bcat act -2, RTF Ca sens act -2, V-ATPase pHluor -1, MOR-DOR ag -4.9, Pemphigus Ab inh 109 and MOR-DOR inv ag 16.
`CCn1c(-c2cc3c(C(F)(F)F)nn(C)c3s2)n[nH]c1=S` gave Keap1-Nrf2 PPI 2, Cardiac RTF inh -5, Arrestin-AP2 inh 20, C-LANA FP -1.2, Wnt bcat act -6, RTF Ca sens act -3, V-ATPase pHluor 1, MOR-DOR ag -3.1, Pemphigus Ab inh 103 and MOR-DOR inv ag 14.
For Cc1ccc(C(=O)CCC(=O)N2CCN(C(=O)c3ccco3)CC2)cc1 the results were Keap1-Nrf2 PPI 6, Cardiac RTF inh -2, Arrestin-AP2 inh -9, C-LANA FP -3.4, Wnt bcat act -7, RTF Ca sens act 0, V-ATPase pHluor 5, MOR-DOR ag -0.5, Pemphigus Ab inh 104 and MOR-DOR inv ag 3.
O=C(O)CCCNC(=O)/C(=C\c1ccc(Cl)cc1)NC(=O)c1ccccc1Br was read as Keap1-Nrf2 PPI -4, Cardiac RTF inh -14, Arrestin-AP2 inh -10, C-LANA FP -0.8, Wnt bcat act -1, RTF Ca sens act 2, V-ATPase pHluor -2, MOR-DOR ag 0.2, Pemphigus Ab inh 108 and MOR-DOR inv ag -1.
C=CCN1C(=O)N(c2ccccc2)C(=O)C1CC(=O)Nc1ccc(OC)cc1 (centres undefined) was read as Keap1-Nrf2 PPI 1, Cardiac RTF inh 1, Arrestin-AP2 inh 3, C-LANA FP 1.0, Wnt bcat act -1, RTF Ca sens act 2, V-ATPase pHluor 2, MOR-DOR ag -2.5, Pemphigus Ab inh 107 and MOR-DOR inv ag 13.
Screening COc1ccccc1NC(=S)NCCc1c[nH]c2ccccc12 returned Keap1-Nrf2 PPI -1, Cardiac RTF inh 4, Arrestin-AP2 inh -7, C-LANA FP -1.6, RTF Ca sens act 0, V-ATPase pHluor -1, MOR-DOR ag 0.1, Pemphigus Ab inh 105 and MOR-DOR inv ag 0.
For COc1ccccc1NC(=O)CSc1nnc2ccc(-c3ccccn3)nn12 the results were Keap1-Nrf2 PPI -3, Cardiac RTF inh -12, Arrestin-AP2 inh -8, C-LANA FP -0.5, Wnt bcat act -1, RTF Ca sens act -4, V-ATPase pHluor 1, MOR-DOR ag -1.3, Pemphigus Ab inh 101 and MOR-DOR inv ag 6.
CC(=O)Nc1c(-c2cc(=O)oc3cc(C)ccc23)oc2ccccc12 was read as Keap1-Nrf2 PPI 0, Cardiac RTF inh -6, Arrestin-AP2 inh -16, C-LANA FP 1.8, Wnt bcat act 1, RTF Ca sens act -2, V-ATPase pHluor -7, MOR-DOR ag -2.7, Pemphigus Ab inh 95 and MOR-DOR inv ag 13.
Screening COCCN(Cc1cc2cc3c(cc2nc1Cl)OCO3)C(=O)c1ccc(C)cc1 returned Keap1-Nrf2 PPI 1, Cardiac RTF inh -1, Arrestin-AP2 inh 26, C-LANA FP -0.1, Wnt bcat act -4, RTF Ca sens act 3, V-ATPase pHluor 3, MOR-DOR ag -2.0, Pemphigus Ab inh 82 and MOR-DOR inv ag 12.
`O=C(O)Cc1ccc(NC(=O)Nc2cccc(Cl)c2)cc1` gave Keap1-Nrf2 PPI -2, Cardiac RTF inh 2, Arrestin-AP2 inh 9, C-LANA FP 0.4, Wnt bcat act -3, RTF Ca sens act 6, V-ATPase pHluor 1, MOR-DOR ag -1.7, Pemphigus Ab inh 102 and MOR-DOR inv ag 10.
